Source: PubChem BioAssay (National Center for Advancing Translational Sciences (NCATS))
D2 agonist: agonists of human D2 dopamine receptor. P14416. HEK293 T-REx D2 cells, calcium flux agonist mode. activation, % at 2 µM. hit rate 0.53% among 340,000. AID 485358;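 active = activation over 3 SD above normal in the single-dose calcium agonist read, cut at about 30% in these data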; note: 0% is about no effect
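In this primary screen, compounds producing a positive calcium signal within 180 s of addition to tetracycline-induced, force-coupled HEK293 Trex D2 cells are flagged; cells are dye-loaded with a no-wash calcium kit beforehand.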
TRHR agonist: TRH receptor (human) agonism | P34981 | TRHR cells, calcium flux fluo-8, FDSS agonist mode | activation, % at 2 µM | hit rate 0.18% among 360,000; in the data active = activation above about 30%; note: 0% is about no effect
Target sequence (P34981 whole entry, looked up): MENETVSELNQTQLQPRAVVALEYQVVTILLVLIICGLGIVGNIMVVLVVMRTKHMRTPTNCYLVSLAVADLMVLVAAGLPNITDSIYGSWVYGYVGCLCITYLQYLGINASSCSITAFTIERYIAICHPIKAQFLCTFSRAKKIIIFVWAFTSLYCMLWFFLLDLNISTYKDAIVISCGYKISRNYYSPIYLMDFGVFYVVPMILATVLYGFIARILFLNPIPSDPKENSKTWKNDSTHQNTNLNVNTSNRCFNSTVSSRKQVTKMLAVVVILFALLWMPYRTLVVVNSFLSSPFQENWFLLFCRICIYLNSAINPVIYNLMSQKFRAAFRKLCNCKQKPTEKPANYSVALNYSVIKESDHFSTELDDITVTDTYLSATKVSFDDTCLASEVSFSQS
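Agonist-mode FDSS calcium read (Ex 480/Em 530, 1 s cycles) in 1536-well TRHR cells with fluo-8 dye, after 10-cycle baseline and 23 nL compound addition; TRH at EC20 (10 nM final) added afterwards for the enhancer phase.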
rTrxR1 inhibitor: inhibitors of rat thioredoxin reductase 1; AID 588453; recombinant rTrxR1, NADPH fluorescence consumption, selenite substrate; Potency, µM (top dose mostly 114 µM), for inactives: at the highest dose activity change, negative = inhibition, most hits filed as inhibitors; hit rate 1% among 390,000; O89049; note: potency is the fitted concentration of half-maximal effect; % is set by controls: 0 for no effect and ±100 for the full control effect; nearly all actives have a fitted effect of over 65% in size
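Rat TrxR1 (90 nM in the dispensed reagent) was pre-reduced with 400 uM NADPH for 5 min at room temperature, then incubated with compound for 15 min. After 400 uM selenite was added, NADPH fluorescence (Ex 340/Em 450 nm) was followed for 8 min.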
TrxR1 substrate: is turned over as a substrate by rat TrxR1. purified TrxR1 substrate turnover, NADPH consumption readout. Potency, µM (top dose mostly 114 µM), inactives show at the top dose activity change, negative = substrate turnover. hit rate 0.01% among 390,000. AID 588456; note: potency is the fitted concentration of half-maximal effect; % is set by controls: 0 for no effect and ±100 for the full control effect; nearly all actives have a fitted effect of over 50% in size
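Rat TrxR1, dispensed at 90 nM, was prereduced with 400 uM NADPH (final) for 5 min at ~22 deg C, then incubated with compound 15 min before 400 uM selenite. A first-read NADPH fluorescence drop versus no-compound background flagged substrates.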
mIDH1 inhibitor: human IDH1 R132H inhibition; O75874; Potency, µM (series often up to 76.6 µM), inactives show at the highest dose activity change, negative = inhibition, hits mostly inhibitors; IDH1-R132H enzyme, NADPH consumption, diaphorase/resazurin fluorescence; AID 602179; hit rate 0.093% among 390,000; note: potency is the fitted concentration of half-maximal effect; % is set by controls: 0 for no effect and ±100 for the full control effect; nearly all actives have a fitted effect of over 65% in size
Target sequence (O75874 whole entry R132H, stated change not applied): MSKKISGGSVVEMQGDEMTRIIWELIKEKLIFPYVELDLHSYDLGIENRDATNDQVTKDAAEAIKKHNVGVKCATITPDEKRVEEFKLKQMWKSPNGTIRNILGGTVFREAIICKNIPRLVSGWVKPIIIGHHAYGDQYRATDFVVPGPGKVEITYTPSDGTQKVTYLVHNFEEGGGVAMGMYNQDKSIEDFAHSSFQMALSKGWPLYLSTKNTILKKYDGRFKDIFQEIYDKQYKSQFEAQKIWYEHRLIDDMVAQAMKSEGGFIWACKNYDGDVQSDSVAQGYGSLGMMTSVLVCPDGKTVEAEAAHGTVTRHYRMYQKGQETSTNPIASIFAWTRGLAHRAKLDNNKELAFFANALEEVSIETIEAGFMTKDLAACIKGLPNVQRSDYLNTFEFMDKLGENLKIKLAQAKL
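IDH1-R132H (0.5 ug/mL dispensed) in pH 7.5 Tris buffer was preincubated 30 min with compound, then given a substrate mix of 0.016 mM NADPH and 2 mM alpha-KG for 80 min at room temperature; remaining NADPH was read by diaphorase/resazurin fluorescence.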
Pin1 inh: blocks the human prolyl isomerase Pin1; Pin1 FP peptide displacement, HiFluor488, 10 min; Potency, µM (highest dose often 115 µM), for the others: at the highest dose activity, negative = inhibition, actives largely listed as inhibitors; hit rate 0.009% among 390,000; active = well fitted inhibition curve with a large enough effect in the polarisation, with a control signal flat, not every such curve was filed as active; inconclusive = small, poorly fitted or top-dose-only effect, or effect the other way, or a change in a side signal; inactive = no such curve, though single readings can be large or run the other way; the % refers to the polarisation; note: potency is the fitted concentration of half-maximal effect; % is set by controls: 0 for no effect and ±100 for the full control effect
Target sequence (Q13526 whole entry, looked up): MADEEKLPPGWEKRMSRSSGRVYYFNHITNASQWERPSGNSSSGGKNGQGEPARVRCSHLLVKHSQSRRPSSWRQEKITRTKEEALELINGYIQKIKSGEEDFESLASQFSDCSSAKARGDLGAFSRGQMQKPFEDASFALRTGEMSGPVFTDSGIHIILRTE
USP1-UAF1 inh: inhibitors of human USP1/UAF1 deubiquitinase | O94782 | recombinant USP1/UAF1, Ub-Rhodamine cleavage fluorescence | Potency, µM (top dose mostly 57.1 µM), for inactives: top-dose activity change, negative = inhibition, actives largely listed as inhibitors | hit rate 0.23% among 390,000 | AID 743255; note: potency is the fitted concentration of half-maximal effect; % is set by controls: 0 for no effect and ±100 for the full control effect; nearly all actives have a fitted effect of over 60% in size; inactives centre near -12
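USP1/UAF1 complex at 1 nM was preincubated with compound for 15 min at room temperature, then Ub-Rho substrate (150nM final) was added. Fluorescence (480/540 nm) was read kinetically, 6 reads every 60 seconds.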
D2 antagonist: antagonists of human D2 dopamine receptor. P14416. HEK293 TREx D2 cells, calcium flux, dopamine EC80. inhibition, % at 10 µM. hit rate 2% among 340,000; in the data active = inhibition above about 30%; note: 0% is about no effect
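Inhibition of EC80 dopamine-driven calcium flux, recorded kinetically, defines activity here; cells are a tetracycline-induced HEK293 T-REx line expressing force-coupled D2.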
TRHR enhancer: TRH receptor (human) allosteric enhancement | TRHR cells, fluo-8 calcium fluorescence, EC20 TRH enhancement | enhancement, % at 2 µM | hit rate 0.66% among 360,000 | P34981; in the data active = enhancement above about 30%; note: 0% is about no effect
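TRHR-expressing cells loaded with fluo-8 calcium dye were read kinetically (ex 480/em 530) during compound addition, then stimulated with an EC20 of TRH (10 nM final). Enhancement of the Gq-mediated intracellular calcium response was scored.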
* marks the source's active call; other numbers are inactive results; ? = inconclusive; . = no result given; & = joins results of further samples; [ ] = dose if it differs, or a comment. Unless noted, calls come from the whole dose curve; as a rule, active = well fitted inhibition curve with a large enough effect; inconclusive = small, poorly fitted or top-dose-only effect; inactive = no such curve, though single readings can be large or run the other way. A portion of the library; count on the stated rates, not on these rows.

#	molecule	D2 agonist	TRHR agonist	rTrxR1 inhibitor	TrxR1 substrate	mIDH1 inhibitor
1	CN1CCN(C(=O)c2ccc(CN3CCOCC3)cc2)CC1	-0.1	-0.7	-17%	7%	5%
2	COCCNC(=O)CSCc1c(F)cccc1Cl	-2.1	0.4	10%	2%	1%
3	Cc1ccc(NC(=O)COC(=O)CN2C(=O)C3CCCCC3C2=O)cc1C (stereo unspecified)	-0.3	-0.3	14%	3%	1%
4	COC(=O)c1sc2ncn(CC(=O)NCCc3ccc(OC)c(OC)c3)c(=O)c2c1C	0.7	0.4	20%	2%	-12%
5	CC(=O)N(C)c1ccc(OCC(O)Cn2c(C)nc3ccccc32)cc1 (stereo unspecified)	-0.4	0.5	15%[57.1 µM]	7%	0%
6	COc1ccccc1OCCCC(=O)Nc1ccc2c(c1)OCCO2	-0.1	-0.6	-6%	-6%	0%
7	CN(Cc1ccccc1)c1ccc(C(CC(N)=O)NC(=O)Cc2ccc(Br)cc2)cc1[N+](=O)[O-] (stereo unspecified)	.	-0.3	20%	3%	-16%
8	COc1ccc(NC(=S)N2CCC(C(=O)c3ccc(C)cc3)CC2)c(OC)c1	-0.4	-1.3	4%	3%	14%
9	Cc1cccc(C)c1NC(=O)CSc1nnc(-c2cnccn2)n1C	.	0.3	10%	-3%	-5%
10	O=c1[nH]ncc2c3ccccc3n(Cc3cccc(Cl)c3)c12	8.1	10	17%[57.1 µM]	-5%[57.1 µM]	4%

#	Pin1 inh	USP1-UAF1 inh	D2 antagonist	TRHR enhancer
1	-7%	-4%	11	5
2	-11%	-3%	2	0
3	7%	-20%	-2	-8
4	26%	-10%	-3	-3
5	2%	-16%	22	7
6	1%	-8%	-36	1
7	0%	-28%	.	9
8	0%	0%	4	4
9	-2%	-15%	.	3
10	?	?	3	-2

The list continues:
#	molecule	D2 agonist	TRHR agonist	rTrxR1 inhibitor	TrxR1 substrate	mIDH1 inhibitor
11	COc1ccc(NS(=O)(=O)c2cccc(C(=O)NNC(=O)c3cccn3C)c2)cc1	.	-0.4	-14%	-3%	8%
12	O=C(O)CCC(=O)Nc1ccc(Sc2ccc([N+](=O)[O-])cc2)cc1	.	-0.1	-17%	-15%	4%
13	COc1ccc(C(CNC(=O)c2oc3ccc(C)cc3c2C)N2CCOCC2)cc1 (stereo unspecified)	-1.6	-0.6	21%	5%	0%
14	COc1ccccc1NC(=O)Cn1c(=O)n(CCC(=O)NCC2CCCO2)c(=O)c2cc(OC)c(OC)cc21 (stereo unspecified)	-1.2	-0.6	1%[2.29 µM]	9%[2.29 µM]	1%
15	Cc1cc(C)c2nc(C(F)(F)F)nc(NCCCN3CCOCC3)c2c1	-0.1	0.2	2%	-6%	9%
16	Fc1ccc(-c2nnc(-c3ccc(F)cc3)o2)cc1	-0.3	0.2	29%	1%	-8%
17	COc1ccc(CNC(=O)COc2cc3c(c4oc(=O)cc(C)c24)CCC(C)(C)O3)cc1OC	0.4	1.9	8%	66%[activator]	5%
18	CN(Cc1cccc(F)c1)C(=O)c1ccc(S(=O)(=O)N2CCOCC2)cc1	0.1	0.3	36%	4%	8%
19	CCN(CC)S(=O)(=O)c1cccc(NC(=O)CCSc2ccc(Cl)cc2)c1	1.5	1.4	6%	-1%	3%
20	O=S(=O)(Nc1cccc(Cl)c1)c1cccc(-n2cnnn2)c1	.	.	18%[57.1 µM]	7%[57.1 µM]	1%

#	Pin1 inh	USP1-UAF1 inh	D2 antagonist	TRHR enhancer
11	?	-6%	.	-1
12	-3%	-9%	.	-3
13	2%	?	.	-1
14	3%	2%	.	-2
15	-3%	0%	-4	2
16	-3%	-12%	16	5
17	-4%	-24%	-7	10
18	-11%	-8%	0	2
19	5%	-16%	-27	-1
20	-6%	-12%	.	.

(list continues)
#	molecule	D2 agonist	TRHR agonist	rTrxR1 inhibitor	TrxR1 substrate	mIDH1 inhibitor
21	CN1CCCN(C(=O)c2ccc(Cl)cc2)CC1	-1.2	1.4	11%[57.1 µM]	7%[57.1 µM]	5%
22	CC(NC(=O)CCNC(=O)c1ccco1)c1ccccc1 (stereo unspecified)	0.1	-0.1	8%[57.1 µM]	0%[57.1 µM]	0%
23	Cc1ccc(-c2cc(C(=O)NC3=NCCS3)c3cc(Br)ccc3n2)o1	-1.4	-2.1	.	.	.
24	CC(C)c1nc2ccc(NC(=O)C3CCCCC3)cc2[nH]1	0.0	0.3	5%[57.1 µM]	6%	4%
25	Cc1cc(C)nc(/N=C/c2c(O)n(C)c(=O)n(C)c2=O)n1	-0.8	0.0	.	.	.
26	O=C(NCCCN1CCCC1=O)[C@H](CSCc1ccccc1)N1Cc2ccccc2C1=O	0.0	0.3	6%	3%	7%
27	O=C(CN1C(=O)NC2(CCCCCCC2)C1=O)NCc1ccc(Cl)cc1	.	.	6%	3%	6%
28	Cc1noc(C)c1C(=O)OCC(=O)Nc1ccccc1SCC#N	-1.4	1.3	2%	4%	10%
29	Cc1ccc(C(C)C)c(OCC(=O)Nc2ccc(C(=O)OC3CCCCC3)cc2)c1	2.2	-1.2	11%	6%	.
30	COc1cc(NC(=S)NCC2CCCO2)c(OC)cc1Cl (stereo unspecified)	0.1	-1.2	46%[activator]	-2%	-5%

#	Pin1 inh	USP1-UAF1 inh	D2 antagonist	TRHR enhancer
21	-6%	-7%	6	7
22	0%	-11%	-10	-7
23	.	.	1	4
24	-3%	-7%	-3	-2
25	.	.	-2	-1
26	-9%	-18%	-4	1
27	0%	-25%	.	.
28	?	-12%	5	-5
29	6%	-13%	.	7
30	-2%	-11%	5	0

Three compounds out of the list above, arranged by the value under mIDH1 inhibitor, lowest first:
| entry | smiles | mIDH1 inhibitor |
| --- | --- | --- |
| 19 | CCN(CC)S(=O)(=O)c1cccc(NC(=O)CCSc2ccc(Cl)cc2)c1 | 3% |
| 27 | O=C(CN1C(=O)NC2(CCCCCCC2)C1=O)NCc1ccc(Cl)cc1 | 6% |
| 26 | O=C(NCCCN1CCCC1=O)[C@H](CSCc1ccccc1)N1Cc2ccccc2C1=O | 7% |

(more compounds)
#	molecule	D2 agonist	TRHR agonist	rTrxR1 inhibitor	TrxR1 substrate	mIDH1 inhibitor
31	CC(C)(C)NS(=O)(=O)c1ccc(Oc2ncc(C(F)(F)F)cc2Cl)cc1	-0.7	-0.3	5%[57.1 µM]	-13%[57.1 µM]	4%
32	CCc1ccccc1NC(=O)CCS(=O)(=O)c1ccc(Br)cc1	-0.3	-0.3	-1%	2%	2%
33	CCCCc1ccc(NC(=S)NN2CCOCC2)cc1	-1.7	-3.0	11%	6%	-3%
34	CCC1CCCCN1CCCNC(=O)c1cn(CC)c2ccc(S(=O)(=O)N(C)C3CCCCC3)cc2c1=O (stereo unspecified)	1.5&-0.1	-0.3&-0.2	29%&21%	1%&3%	-8%&21%
35	CCOc1ccc(S(=O)(=O)Nc2ccccc2C(=O)Nc2ccccc2N2CCOCC2)cc1	-0.2	0.4	28%	23%	2%
36	Cc1sc2ncn(CC(=O)NCCCC(=O)Nc3ccc(C(C)C)cc3)c(=O)c2c1C	3.4	0.3	8%[57.1 µM]	9%[57.1 µM]	8%
37	CCCc1cc(C(N)=O)c(NC(C)=O)s1	.	0.3	3%	2%	4%
38	CC(C)NC(=O)C1CCN(Cc2cnn(-c3ccccc3)c2-n2cccc2)CC1	-0.3	-0.1	-4%	1%	11%
39	Cc1nn(CCCC(=O)NC(C)c2ccccc2)c(=O)c2nn(-c3ccccc3)c(C)c12 (stereo unspecified)	-0.7	-1.9	19%[57.1 µM]	5%[57.1 µM]	-2%
40	CC(Sc1nnc(-c2ccco2)n1N)C(=O)NCc1ccc2c(c1)OCO2 (stereo unspecified)	0.4	0.1	4%	4%	3%

#	Pin1 inh	USP1-UAF1 inh	D2 antagonist	TRHR enhancer
31	?	-6%	-31	1
32	1%	-24%	0	-6
33	2%	-11%	-3	4
34	-5%&-3%	?	-5	7&2
35	14%	-22%	-25	2
36	-1%	-13%	-6	-4
37	1%	-8%	.	-6
38	1%	-8%	-12	0
39	-4%	-12%	5	2
40	-7%	1%	13	-9

Later entries
#	molecule	D2 agonist	TRHR agonist	rTrxR1 inhibitor	TrxR1 substrate	mIDH1 inhibitor
41	Cc1ccc(-c2nn(C)c(=O)c3ccccc23)cc1CNC(=O)NC1CCCCC1	.	-0.6	31%[57.1 µM]	7%[57.1 µM]	5%
42	COC(=O)c1scc(C)c1NS(=O)(=O)c1ccc(NC(C)=O)cc1	-0.3	-0.7	18%[11.4 µM]	6%[11.4 µM]	2%
43	CCN(CC)c1ccc(S(=O)(=O)N2CCOCC2)cc1NC(=O)CNCc1cccc(Cl)c1	.	.	26%	3%	3%
44	Cc1ccc(S(=O)(=O)N2CCC(N3CCC(C)CC3)CC2)cc1	-0.3	0.0	10%[57.1 µM]	3%[57.1 µM]	0%
45	COc1ccc(CNC(=O)Nc2ccc(C)cc2)cc1	0.1	-0.9	-3%[57.1 µM]	10%	2%
46	O=C(O)c1cc(-c2ccc(/C=C3/SC(=S)N(Cc4ccccc4)C3=O)o2)ccc1Cl	1.7	-0.6	-39%	8%[57.1 µM]	-27%
47	Cc1ccc(S(=O)(=O)N2CCCCC2)cc1NC(=O)c1ccncc1	-0.3	0.5	-2%	-8%	12%
48	CCN(CC)CCCn1c2c(c(SCC(=O)Nc3nc(C)cs3)nc1=O)CCC2	-0.5	0.5	5%	-5%	2%
49	O=C(Nc1ccc(N2CCN(C(=O)c3ccccc3)CC2)cc1)c1cccnc1	0.3	0.5	9%[57.1 µM]	2%[57.1 µM]	8%

#	Pin1 inh	USP1-UAF1 inh	D2 antagonist	TRHR enhancer
41	-9%	3%	.	-18
42	-12%	-20%	-2	-1
43	-3%	-14%	.	.
44	-2%	-1%	5	16
45	4%	3%	-5	-2
46	?	25µM*	15	14
47	4%	-7%	-4	6
48	-1%	-8%	-23	17
49	-3%	-23%	6	2
